Source: PubChem (several laboratories)
PG9 binder: small molecules binding HIV-1 gp120 antibody PG9 | inhibition, % at 6.7 µM | actives 0.43% (n = 360,000) | AID 624416 | TR-FRET gp120-PG9 antibody binding; in the data active = inhibition above about 8.5%
ssDAF-12 act: activators of S. stercoralis DAF-12 nuclear receptor; HEK293 ssDAF-12/GRIP1 lit1-tk-luc reporter, luminescence; % of 3 µM dafachronic acid response; activation, % at 6.8 µM; actives 1% (n = 370,000);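 active = activation above the mean over all tested compounds plus 3 SD, cut at about 0.9% in these data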;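 note: 0% = DMSO-only wells and 100% = 3 µM delta7-dafachronic acid wells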
SMARCA2 activ: activators of SMARCA2 function; MG213 cells, MMTV-luciferase reporter, dexamethasone, overnight; actives 1% (n = 370,000); activation, % at 9.1 µM; in the data active = activation above about 7.8%;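 note: 0% = vehicle wells and 100% = reference activator wells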
sPLA2-III inh: Inhibits HGIII-sPLA2 liposome hydrolysis, primary screen; inhibition, % at 12.2 µM; AID 743126; actives 0.56% (n = 370,000); Q9NZ20; QFRET BODIPY PC-A2 liposome hydrolysis, fluorescence;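 active = inhibition above mean plus 3 SD of compounds lying within the high and low control bounds, cut at about 19% in these data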;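 note: 0% = median of test compound wells and 100% = no enzyme DMSO wells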
Target sequence (Q9NZ20 whole entry, looked up): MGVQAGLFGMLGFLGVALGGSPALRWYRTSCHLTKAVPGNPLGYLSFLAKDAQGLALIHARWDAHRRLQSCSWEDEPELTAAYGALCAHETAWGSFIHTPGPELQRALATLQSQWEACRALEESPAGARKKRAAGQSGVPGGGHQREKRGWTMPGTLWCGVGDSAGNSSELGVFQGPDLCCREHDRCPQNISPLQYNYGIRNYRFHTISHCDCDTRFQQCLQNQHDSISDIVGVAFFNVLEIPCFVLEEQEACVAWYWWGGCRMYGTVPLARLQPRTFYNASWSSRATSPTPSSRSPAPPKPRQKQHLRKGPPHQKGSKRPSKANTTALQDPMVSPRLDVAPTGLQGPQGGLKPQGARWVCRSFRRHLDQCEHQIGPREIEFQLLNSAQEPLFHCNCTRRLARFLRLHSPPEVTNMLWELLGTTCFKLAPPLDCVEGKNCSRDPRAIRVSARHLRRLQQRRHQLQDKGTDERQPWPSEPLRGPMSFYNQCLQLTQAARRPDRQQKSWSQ
FXN GAA850 act: increases GAA850 frataxin promoter reporter activity | HEK293 lucGAA850 FXN promoter luciferase reporter, 24 h; percent of 10 µM SAHA response | activation, % at 6 µM | actives 0.56% (n = 360,000) | AID 540364;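 active = activation above the average of all compounds screened plus 3 SD, cutoff fixed separately per campaign, cut at about 7.5% in these data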;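 note: 0% = DMSO wells and 100% = 10 µM SAHA wells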
DAX1 inh-1: DAX1 (NR0B1) inhibition, primary screen; AID 652010; HEK293T StAR-luciferase reporter, SF-1/DAX-1 repression relief; actives 1.1% (n = 370,000); inhibition, % at 6.8 µM;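 active = inhibition above the mean over all tested compounds plus 3 SD, cut at about 3.6% in these data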;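 note: 0% = DAX-1 cells with DMSO and 100% = cells lacking DAX-1 with DMSO; higher inhibition means more luminescence from relief of DAX-1 repression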
PLC-beta3 inh: inhibitors of human phospholipase C beta3; inhibition, % at 12.2 µM; Q01970; Purified PLC-beta3, fluorogenic substrate, fluorescence; actives 0.18% (n = 370,000); in the data active = inhibition above about 11%;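 note: 0% = median of compound wells on plate and 100% = full blocker control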
Rev-erbA mod: modulates human Rev-erb alpha binding to DNA; AID 1259318; Rev-erbα–FITC-DNA binding, fluorescence polarization, 90 min; activity, % at 10 µM; actives 0.79% (n = 370,000); P20393;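 active = activity above about 14%, limit read from the data; passing the limit was not always enough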;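 note: 0% = DMSO wells with 35 nM protein and 100% = DMSO wells with 750 nM protein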
DAX1 inh-2: inhibits human nuclear receptor DAX1 | AID 504766 | actives 0.99% (n = 340,000) | HEK293 Gal4-DAX1 luciferase reporter, luminescence | P51843 | inhibition, % at 6.75 µM;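 active = inhibition above the mean over all tested compounds plus 3 SD, cut at about 4.2% in these data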;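 note: 0% = DAX1-transfected cells with DMSO and 100% = empty-vector control cells with DMSO; inhibition shows as a rise in luminescence from relieved DAX1 repression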
Target sequence (P51843 207-470 limits assumed): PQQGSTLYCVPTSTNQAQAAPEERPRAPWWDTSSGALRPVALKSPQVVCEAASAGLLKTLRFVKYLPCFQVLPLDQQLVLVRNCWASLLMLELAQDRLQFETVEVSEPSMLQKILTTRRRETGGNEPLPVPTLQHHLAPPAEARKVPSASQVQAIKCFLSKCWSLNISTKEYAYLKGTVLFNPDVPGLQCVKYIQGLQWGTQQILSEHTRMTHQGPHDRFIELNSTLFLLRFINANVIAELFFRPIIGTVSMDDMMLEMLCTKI
hcDAF-12 act: activators of H. contortus DAF-12 nuclear receptor; activation, % at 6.8 µM; HEK293 hcDAF-12 lit1-tk-luc reporter, luminescence; 0% DMSO, 100% Δ7-dafachronic acid; actives 1.4% (n = 370,000);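 active = activation above the mean of all tested compounds plus 3 SD, cut at about 5.5% in these data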;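 note: 100% = response to 3 µM Δ7-dafachronic acid high control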
hgDAF-12 ag: agonists of H. glycines DAF-12 nuclear receptor; AID 687014; HEK293 GAL4-hgDAF12 UAS-luciferase reporter, agonist luminescence; normalized to butyrate control; actives 1.8% (n = 370,000); activation, % at 6.8 µM;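 active = activation above a cutoff set at the mean of all screened compounds plus 3 SD, cut at about 10% in these data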;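 note: 0% = DMSO wells and 100% = sodium butyrate wells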
Starred values were filed as active, the others as inactive. Compounds as they come; about 7% have a hit in one of these screens.

`CCOC(=O)C1CCCN(C(=O)c2sc3nc(C)nc(N4CCOCC4)c3c2C)C1` (centres undefined) gave PG9 binder -1.2, ssDAF-12 act -1.2, SMARCA2 activ -2, sPLA2-III inh 1, FXN GAA850 act 2.8, DAX1 inh-1 -0.4, PLC-beta3 inh 0, Rev-erbA mod -1, DAX1 inh-2 0.4, hcDAF-12 act -1.2 and hgDAF-12 ag -0.6.
`CS(=O)(=O)Nc1ccc2c(c1)[C@@H]1C[C@@H](CC(=O)NCc3cccnc3)O[C@H](CO)[C@@H]1O2` gave PG9 binder -0.7, ssDAF-12 act -1.6, SMARCA2 activ -3, sPLA2-III inh 14, FXN GAA850 act -0.2, DAX1 inh-1 0.1, PLC-beta3 inh -2, Rev-erbA mod -3, DAX1 inh-2 1.4, hcDAF-12 act 0.2 and hgDAF-12 ag -3.1.
For O=[N+]([O-])/C(C(Cl)=C(Cl)Cl)=C1\Nc2ccccc2O1 the results were PG9 binder 0.9, ssDAF-12 act 0.9, SMARCA2 activ -2, sPLA2-III inh -11, FXN GAA850 act 2.5, DAX1 inh-1 -0.3, PLC-beta3 inh -5, Rev-erbA mod 0, DAX1 inh-2 1.9, hcDAF-12 act 5.4 and hgDAF-12 ag 3.0.
For Cc1ccc(OCC(=O)Nn2cnnc2)c(Br)c1 the results were PG9 binder 2.3, ssDAF-12 act -1.2, SMARCA2 activ 0, sPLA2-III inh 0, FXN GAA850 act -0.8, DAX1 inh-1 0.1, PLC-beta3 inh 1, Rev-erbA mod 1, DAX1 inh-2 2.2, hcDAF-12 act 0.6 and hgDAF-12 ag 2.2.
`Cc1ccc(CNC(=O)OC(C)(C)C)c(/C=C/S(=O)(=O)NC2CCCC2)c1` gave ssDAF-12 act -0.9, SMARCA2 activ -2, sPLA2-III inh 5, DAX1 inh-1 -1.4, PLC-beta3 inh -1, Rev-erbA mod -3, hcDAF-12 act 0.0 and hgDAF-12 ag 1.1.
Cc1c(NC(=O)c2ccccc2NC(=O)COc2ccccc2)cccc1C(=O)O was read as PG9 binder -1.6, ssDAF-12 act -1.0, SMARCA2 activ -4, sPLA2-III inh 0, FXN GAA850 act -1.1, DAX1 inh-1 -0.1, PLC-beta3 inh -8, Rev-erbA mod 2, DAX1 inh-2 1.6, hcDAF-12 act -0.8 and hgDAF-12 ag -2.4.
Cc1cccc(NN=C2c3ccccc3-c3ccccc32)c1 was read as PG9 binder -2.4, ssDAF-12 act -0.3, SMARCA2 activ 0, sPLA2-III inh -2, FXN GAA850 act 2.0, DAX1 inh-1 0.2, PLC-beta3 inh -1, Rev-erbA mod 4, DAX1 inh-2 0.7, hcDAF-12 act 2.2 and hgDAF-12 ag 2.7.
For CC(=O)c1c(C)oc2ccc(NS(=O)(=O)c3cccs3)cc12 the results were PG9 binder 1.9, ssDAF-12 act -0.8, SMARCA2 activ -5, sPLA2-III inh -1, FXN GAA850 act 2.8, DAX1 inh-1 -0.6, PLC-beta3 inh 3, Rev-erbA mod 1, DAX1 inh-2 0.0, hcDAF-12 act -1.0 and hgDAF-12 ag -2.1.
`Cc1c(NC(=O)Nc2ccc(F)cc2)c(=O)n(-c2ccccc2)n1C` gave PG9 binder -0.3, ssDAF-12 act -0.8, SMARCA2 activ 0, sPLA2-III inh -41, FXN GAA850 act 1.7, DAX1 inh-1 0.0, PLC-beta3 inh -6, Rev-erbA mod -1, DAX1 inh-2 1.2, hcDAF-12 act -1.9 and hgDAF-12 ag -2.6.
`O=C(NCCCn1ccnc1)c1ccc(N2CCCCCC2)c([N+](=O)[O-])c1` gave PG9 binder -0.1, ssDAF-12 act -2.0, SMARCA2 activ -2, sPLA2-III inh -8, FXN GAA850 act -0.3, DAX1 inh-1 -3.8, PLC-beta3 inh 0, Rev-erbA mod 7, DAX1 inh-2 -3.0, hcDAF-12 act -2.2 and hgDAF-12 ag -7.1.
`OC(Cn1cnnc1)c1ccccc1` (centres undefined) gave PG9 binder -1.8, ssDAF-12 act -1.4, SMARCA2 activ 0, sPLA2-III inh 5, FXN GAA850 act 1.6, DAX1 inh-1 -0.4, PLC-beta3 inh -5, Rev-erbA mod 0, DAX1 inh-2 1.7, hcDAF-12 act 0.5 and hgDAF-12 ag -1.5.
Screening COc1ccc(C(c2c(NC(=O)c3ccco3)sc(C)c2C)N2CCOCC2)cc1OC (centres undefined) returned PG9 binder -1.9, ssDAF-12 act -1.1, SMARCA2 activ 3, sPLA2-III inh 9, FXN GAA850 act -0.3, DAX1 inh-1 -0.1, PLC-beta3 inh -23, Rev-erbA mod 7, DAX1 inh-2 -0.6, hcDAF-12 act -0.8 and hgDAF-12 ag 1.2.
Screening CC(CCC(=O)NN)C1CCC2C3CCC4CC(O)CCC4(C)C3CCC12C (centres undefined) returned PG9 binder 1.2, ssDAF-12 act -1.1, SMARCA2 activ 2, sPLA2-III inh 2, FXN GAA850 act 0.0, DAX1 inh-1 -0.9, PLC-beta3 inh 1, Rev-erbA mod -1, DAX1 inh-2 -0.5, hcDAF-12 act -0.2 and hgDAF-12 ag -0.7.
`COc1ccc(-n2c3c(cc(C(=O)N4CCN(CCO)CC4)c2=O)C(=O)CC(C)(C)C3)cc1` gave PG9 binder -1.0, ssDAF-12 act -1.2, SMARCA2 activ 1, sPLA2-III inh 2, FXN GAA850 act 0.7, DAX1 inh-1 -0.1, PLC-beta3 inh -18, Rev-erbA mod 2, DAX1 inh-2 0.1, hcDAF-12 act -0.1 and hgDAF-12 ag -0.8.
Screening COc1ccc(CC(=O)OCC(=O)NC(=O)NC2CCCCC2)cc1 returned PG9 binder -2.0, ssDAF-12 act -0.9, SMARCA2 activ 0, sPLA2-III inh -17, FXN GAA850 act 1.4, DAX1 inh-1 -0.1, PLC-beta3 inh 0, Rev-erbA mod -2, DAX1 inh-2 -0.4, hcDAF-12 act -0.2 and hgDAF-12 ag -0.7.
For O=C(C(=O)N1CCCc2ccccc21)c1c[nH]c2ccccc12 the results were PG9 binder 0.1, ssDAF-12 act -0.4, SMARCA2 activ -4, sPLA2-III inh 0, FXN GAA850 act 3.1, DAX1 inh-1 0.1, PLC-beta3 inh 1, Rev-erbA mod -2, DAX1 inh-2 -0.8, hcDAF-12 act 4.0 and hgDAF-12 ag -0.4.
Screening CN(CCCCCCCCCCN(C)C(=O)Oc1cccc([N+](C)(C)C)c1)C(=O)Oc1cccc([N+](C)(C)C)c1 returned PG9 binder -1.8, ssDAF-12 act -0.6, SMARCA2 activ -4, sPLA2-III inh -4, FXN GAA850 act -1.8, DAX1 inh-1 -0.2, PLC-beta3 inh 1, Rev-erbA mod 5, DAX1 inh-2 0.1, hcDAF-12 act -0.1 and hgDAF-12 ag 2.5.
For Cc1cccc(C(=O)NC(NCc2ccco2)C(Cl)(Cl)Cl)c1 (centres undefined) the results were PG9 binder 0.3, ssDAF-12 act -1.8, SMARCA2 activ -1, sPLA2-III inh -1, FXN GAA850 act -3.2, DAX1 inh-1 -0.1, PLC-beta3 inh -1, Rev-erbA mod 5, DAX1 inh-2 -0.5, hcDAF-12 act -0.7 and hgDAF-12 ag 0.0.
Screening CC(CCc1ccccc1)NC(=O)C1CCN(S(=O)(=O)N2CCOCC2)CC1 (centres undefined) returned PG9 binder -0.2, ssDAF-12 act -0.8, SMARCA2 activ -3, sPLA2-III inh 13, FXN GAA850 act -1.2, DAX1 inh-1 0.5, PLC-beta3 inh -3, Rev-erbA mod 1, DAX1 inh-2 -1.6, hcDAF-12 act -2.4 and hgDAF-12 ag -2.4.
`CC(C)NC(=O)NC(=O)COC(=O)c1cc(S(=O)(=O)N2CCCCC2)ccc1N1CCOCC1` gave PG9 binder -2.3, ssDAF-12 act -0.4, SMARCA2 activ 0, sPLA2-III inh -6, FXN GAA850 act 1.1, DAX1 inh-1 -1.2, PLC-beta3 inh -7, Rev-erbA mod 3, DAX1 inh-2 -0.3, hcDAF-12 act -1.8 and hgDAF-12 ag -1.1.
`COC1CCCCC1Nc1cccc(SC)c1` (centres undefined) gave PG9 binder -3.0, ssDAF-12 act -1.7, SMARCA2 activ 1, sPLA2-III inh -1, FXN GAA850 act -0.3, DAX1 inh-1 0.8, PLC-beta3 inh -2, Rev-erbA mod -3, DAX1 inh-2 -0.2, hcDAF-12 act -0.6 and hgDAF-12 ag 1.2.
For COc1ccc(-c2noc(CN3CCCCC3)n2)cc1OC the results were PG9 binder 3.3, ssDAF-12 act -1.9, SMARCA2 activ -2, sPLA2-III inh 0, FXN GAA850 act -0.6, DAX1 inh-1 0.3, PLC-beta3 inh 0, Rev-erbA mod -1, DAX1 inh-2 0.7, hcDAF-12 act -0.6 and hgDAF-12 ag 3.9.
COc1ccc(C2CC(c3ccc(Br)cc3)=NN2C(=O)CCC(=O)O)cc1OC (centres undefined) was read as PG9 binder -2.1, ssDAF-12 act -0.8, SMARCA2 activ -1, sPLA2-III inh -3, FXN GAA850 act 0.8, DAX1 inh-1 -0.9, PLC-beta3 inh -4, Rev-erbA mod 1, DAX1 inh-2 -0.3, hcDAF-12 act -2.2 and hgDAF-12 ag -1.4.
`CCOC(=O)Cc1csc(NC(NC(=O)CC)(C(F)(F)F)C(F)(F)F)n1` gave PG9 binder 0.3, ssDAF-12 act -1.4, SMARCA2 activ -1, sPLA2-III inh 10, FXN GAA850 act -2.4, DAX1 inh-1 0.1, PLC-beta3 inh 0, Rev-erbA mod -1, DAX1 inh-2 0.4, hcDAF-12 act -0.7 and hgDAF-12 ag 0.2.
Screening CC(C)N1CCN(Cc2ccoc2)CC1CCO (centres undefined) returned PG9 binder 0.3, ssDAF-12 act -1.8, SMARCA2 activ -1, sPLA2-III inh 0, FXN GAA850 act 1.6, DAX1 inh-1 0.4, PLC-beta3 inh 0, Rev-erbA mod -4, DAX1 inh-2 0.9, hcDAF-12 act 0.5 and hgDAF-12 ag -1.7.
Screening COc1ccc2cc3cc(C(=O)NCCc4ccc(OC)c(OC)c4)oc3nc2c1 returned PG9 binder -1.0, ssDAF-12 act -2.6, SMARCA2 activ -7, sPLA2-III inh -4, FXN GAA850 act -10, DAX1 inh-1 -4.0, PLC-beta3 inh -72, Rev-erbA mod -2, DAX1 inh-2 -4.6, hcDAF-12 act -5.6 and hgDAF-12 ag -13.
For CC(C)(O)c1cc2ccccc2c(=O)o1 the results were PG9 binder -1.6, ssDAF-12 act -1.1, SMARCA2 activ 0, sPLA2-III inh -3, FXN GAA850 act 0.1, DAX1 inh-1 -0.1, PLC-beta3 inh 1, Rev-erbA mod -3, DAX1 inh-2 1.4, hcDAF-12 act 0.6 and hgDAF-12 ag -0.4.
